# From PubChem BioAssay
# aSyn yeast rescue: qHTS of alpha-syn Inhibitors: NCGC Sytravon Library Screen; S. cerevisiae alpha-synuclein toxicity rescue, BacTiter-Glo growth, 24 h; Potency, µM (titrated, usually from 46.1 µM), inactives show at the top dose growth rescue (activation), hits mostly activators; 94,000 tested, 0.02% active; active = well fitted activation curve with a large enough effect; inconclusive = small, poorly fitted or top-dose-only effect; also: 0% is about no effect
#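 Growth restoration measured by BacTiter-Glo luminescence after 24 hr at 30 deg C; alpha-synuclein yeast, raffinose-pregrown to mid-log, were added at OD600=0.02 in galactose medium onto pinned compounds.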
# Starred values were filed as active, the others as inactive; ? = inconclusive; [ ] = remark or other dose. Potency is read from the fitted curve at half-maximal effect. A portion of the library, so the mix of outcomes need not match the whole.
SMILES,aSyn yeast rescue
Cc1ccc(CNC(=O)C2CCCN(c3nn4cc(-c5ccc(C)cc5)nc4s3)C2)cc1 (stereo not given),5%
COc1cccc(-c2ccc3c(N)c(C(=O)Nc4ccc(C)c(F)c4)sc3n2)c1,-3%
CC(C)c1ccc(NC(=O)Cn2cc(S(=O)(=O)Cc3cccc(Cl)c3)c3ccccc32)cc1,7%
O=C(O)CCCN1C(=O)c2cccc3cccc(c23)C1=O,14%
O=C(CCS(=O)(=O)c1nc(-c2cccs2)cc(C(F)(F)F)n1)Nc1ccc(Br)cc1,-3%
COc1ccc(NC(=O)CSC2=Nc3ccccc3C3=NC(CC(=O)NCc4ccco4)C(=O)N23)cc1 (stereo not given),-4%
COc1ccc(NC(=O)c2cc3ccc4c5ccccc5[nH]c4c3cc2O)cc1,3%
COc1ccccc1N1CCN(C(=O)c2cc(C(C)(C)C)oc2C)CC1,8%
CC1CCCCN1CCCNC(=O)Cn1ncc2c3ccccc3n(Cc3ccccc3F)c2c1=O (stereo not given),7%
CN(C)S(=O)(=O)c1cccc(NC(=O)CSc2nc3ccccc3[nH]2)c1,3%
COc1cccc(CN(C)C(=O)Cc2ccc(OC)c(S(=O)(=O)N3CCOCC3)c2)c1,0%
O=C(Cn1c(=O)n(-c2ccccc2)c(=O)c2c3c(sc21)CCCC3)Nc1ccccc1,-2%
O=c1c2ccccc2cnn1Cc1ccc(Br)cc1F,2%
Cc1ccc(NC(=O)Cn2c(=O)n(-c3ccc(C)cc3)c(=O)c3c2cnn3C)cc1,-2%
COc1cccc(C(=O)Nc2cc(-c3ccccc3)nn2-c2ccccc2)c1,-4%
CCCCSc1nnc(-c2ccccc2NC(C)=O)c(=O)[nH]1,-11%
Cc1nc(N2CCOCC2)c2c(C(=O)Nc3cccc(C(F)(F)F)c3)c(C)oc2n1,3%
NC(=O)C1(N2CCCCC2)CCN(C(=O)Nc2ccc(Cl)c(Cl)c2)CC1,-8%
CC1Sc2ccc(C(=O)N3CCCC(C(F)(F)F)C3)cc2NC1=O (stereo not given),9%
Cn1cccc1/C=N/N1CCN(c2ccccc2)CC1,-8%
CC(NC(=O)CCn1c(=O)c2cccn2c2ccc(F)cc21)c1ccccc1 (stereo not given),-1%
CC(C)OCCCN1C(=O)c2[nH]nc(-c3ccccc3O)c2C1c1ccccc1F (stereo not given),10%
O=C(NC1CCCC1)C(c1ccncc1)N(C(=O)c1csnn1)c1cccc(F)c1 (stereo not given),-3%
Cn1ncc(Br)c1NC(=O)CSc1ccc(Cl)cc1,16%
COc1cc(/C=C2\SC(=Nc3ccc(O)cc3)NC2=O)cc(OC)c1OC,-2%

# (cont.)
SMILES,aSyn yeast rescue
COc1cccc(N2CCN(C3=NS(=O)(=O)C(c4ccc(C)cc4)=C3C)CC2)c1,-3%
Cc1cccc(C)c1OCCOC(=O)c1ccc(S(=O)(=O)N2CCCC2)cc1,5%
CCN1C(=O)[C@H]2[C@@H](c3ccc(OC)cc3)N[C@]3(CCCN(Cc4ccco4)C3=O)[C@H]2C1=O,-4%
Cc1cccc(Cn2c(SCCN3CCCCC3)nc3c2c(=O)[nH]c(=O)n3C)c1,3%
Cc1nc(-c2ccc(F)cc2)sc1CCNC(=O)C(=O)Nc1ccc2c(c1)OCCO2,4%
COC(=O)COc1ccc(NC(=O)c2ccco2)cc1,1%
O=C(Cc1ccc(Br)cc1)N1CCN(C(=O)c2ccco2)CC1,1%
CCN(CC)CCCNC(=O)c1ccc2nc(N3CCCCC3)sc2c1,3%
CCc1ccccc1NC(=O)Cn1nc(-c2cc(C)ccc2C)c2c(c1=O)CCCC2,6%
CCC(CC)c1nn2c(=O)cc(COc3ccc(NC(=O)c4ccc(C)cc4)cc3)nc2s1,0%
CC(C)(C)OC(=O)N1CCC(c2c(C(=O)NCc3ccco3)cnn2-c2ccccc2Cl)CC1,6%
CCOc1cc(/C=N/NC(N)=O)ccc1OCC(=O)Nc1ccc(C)c(C)c1,9%
Cc1nn(CCO)c2nc(-c3cccs3)cc(C(F)(F)F)c12,1%
Cc1cc2c(cc1S(=O)(=O)NCc1ccc(F)cc1)OCC(=O)N2,4%
CCOc1ccc(N=Cc2ccc([N+](=O)[O-])cc2)c(O)c1,-9%
COc1ccc(-c2nc(CSc3nncn4c3cc3oc(C)cc34)c(C)o2)cc1,5%
CCn1c(C)nnc1SCC(=O)Nc1ccc(OC)cc1,5%
Cc1ccc(OCCCC(=O)Nc2sc3c(c2C(N)=O)CCCC3)cc1,8%
O=C(CCCn1c(=O)c2cccn2c2ccccc21)Nc1cc(C(F)(F)F)ccc1Cl,8%
COc1ccccc1Oc1ccc(N/C=C/C(=O)c2ccco2)cc1,14%
Cc1cccc(C(=O)Nc2nnc(S(=O)(=O)N(C)c3ccccc3C)s2)c1,-11%
Cc1ccccc1-c1nnc(SCC(=O)N2CCCCC2)o1,2%
C/C(CCc1ccccc1)=N\NC(=S)NCCc1ccccc1,-14%
Cc1cc(C)cc(NC(=O)N2CCC(CN3CCOCC3)CC2)c1,-7%
Cc1ccccc1-c1noc(CSc2nnc(-c3ccncc3)n2-c2ccc(F)cc2)n1,17%

# The closing 4 records of the section above come first, to join the parts:
SMILES,aSyn yeast rescue
Cc1ccccc1-c1nnc(SCC(=O)N2CCCCC2)o1,2%
C/C(CCc1ccccc1)=N\NC(=S)NCCc1ccccc1,-14%
Cc1cc(C)cc(NC(=O)N2CCC(CN3CCOCC3)CC2)c1,-7%
Cc1ccccc1-c1noc(CSc2nnc(-c3ccncc3)n2-c2ccc(F)cc2)n1,17%
Nc1nc(-c2ccccc2)cn1/N=C/c1ccccc1,6%
O=C(c1cc(Br)c(Br)s1)N1CCOCC1,-11%
CC1=C(C(=O)N(C)C)CC(CC(=O)NCc2cccc3ccccc23)C(=O)N1CCC1=CCCCC1 (stereo not given),-2%
O=C(Oc1ccc(-c2cn3c(n2)SCC3)cc1)c1ccccc1,-8%
Cc1cccc(Cn2c(=O)n3nc(-c4ccccc4)nc3c3ccccc32)c1,9%
O=C(Nc1ccc(S(=O)(=O)N2CCC(c3nc4ccccc4s3)CC2)cc1)c1ccc(F)cc1,2%
Nc1c(C(=O)Nc2ccc(C(F)(F)F)cc2)sc2nc(-c3cccs3)ccc12,7%
CCc1nn(CCCC(=O)NCc2cc(Br)ccc2OC)c(=O)c2cc3occc3n12,-9%
Cc1ccc(NC(=O)c2cccc(NC(=O)N3CCSc4ncccc43)c2)cc1Cl,-1%
COc1ccc(OCC(=O)Nc2cc(-c3nc4ccccc4o3)ccc2Cl)cc1,-10%
CCCCN(C)C(=O)c1cc2c(Cl)nc3ccccc3c2s1,12%
CC(C)(C)C1CCc2c(sc3nnn(CCOc4ccccc4)c(=O)c23)C1 (stereo not given),1%
Cn1c(C(=O)N2CCN(c3ncccn3)CC2)cc2c(=O)n(C)c3ccccc3c21,10%
Cc1ccc(CSc2nc3cccnc3n2Cc2ccc(C(=O)NC3CC3)cc2)cc1,-1%
CCOC(=O)C(C)Oc1cccc2c(=O)n(CC(=O)NCc3ccccc3)ccc12 (stereo not given),3%
CCCCN(CC)C(=O)Cn1nc(C)c2c(C)n(-c3ccccc3)nc2c1=O,1%
Cc1cccc(OS(=O)(=O)NC(=O)OCC2CCCN3CCCCC23)c1 (stereo not given),1%
Cc1cccc(CNC(=O)c2ccc(Cn3c(SCc4cccc(F)c4)nc4cccnc43)cc2)c1,1%
CCc1ccc(NC(=O)CC2C(=O)N(c3ccccc3)C(=O)N2C(C)C)cc1 (stereo not given),7%
Cc1ccc(C)c(CNC(=O)c2ccc3c(c2)nc2n3CCOC2)c1,1%
CC(NC(=O)C1CC1)C(c1cccs1)N1CCN(c2ccccc2)CC1 (stereo not given),-5%
COc1ccc(OCCCC(=O)N(CCC2=CCCCC2)c2c(N)n(Cc3ccccc3)c(=O)[nH]c2=O)cc1,0%
CC1=C(C(=O)OC(C)C)C(c2cccnc2)n2ncnc2N1 (stereo not given),-1%
Nc1cc([N+](=O)[O-])ccc1N1C(=O)CCCC1=O,-3%
COc1ccccc1NC(=O)N(C)C[C@@H]1OCc2cn(nn2)CCCC(=O)N([C@H](C)CO)C[C@H]1C,5%

# Shown field by field: part of the list above.
> CCc1nn(CCCC(=O)NCc2cc(Br)ccc2OC)c(=O)c2cc3occc3n12
  aSyn yeast rescue: -9%
> Cc1ccc(NC(=O)c2cccc(NC(=O)N3CCSc4ncccc43)c2)cc1Cl
  aSyn yeast rescue: -1%
> COc1ccc(OCC(=O)Nc2cc(-c3nc4ccccc4o3)ccc2Cl)cc1
  aSyn yeast rescue: -10%
> CCCCN(C)C(=O)c1cc2c(Cl)nc3ccccc3c2s1
  aSyn yeast rescue: 12%

# Next section:
SMILES,aSyn yeast rescue
CC(NC(=O)CNC(=O)C1CCCCC1)c1cccc(Cl)c1 (stereo not given),10%
COc1ccccc1NC(=O)C/C(C)=N/NC(=O)c1ccccn1,1%
CCOC(=O)c1cc(-c2ccc(OC)cc2)n(CCC(=O)Nc2cccc(C(C)=O)c2)c1C,1%
COc1ccc(N2CCN(c3ncnc4c3cnn4-c3ccc(C)c(Cl)c3)CC2)cc1,-7%
COC(=O)c1ccccc1NC(=O)C1CCCN(C(=O)c2cnn(-c3ccc(F)cc3)c2-n2cccc2)C1 (stereo not given),-19%
COC(=O)c1scc(-c2ccc(C)cc2)c1S(=O)(=O)Nc1cc(Cl)c(OC)cc1OC,-3%
CC(C)c1ccccc1NC(=O)COC(=O)c1cc([N+](=O)[O-])ccc1N1CCOCC1,-8%
CCOc1ccccc1NC(=O)CSc1nc2cc(OC)c(OC)cc2c2nc(-c3ccccc3)nn12,-11%
O=C(c1ccc2nc(N3CCOCC3)sc2c1)N1CCC(Cc2ccccc2)CC1,5%
CCCc1cc(=O)[nH]c(Nc2ccc(C(=O)O)cc2)n1,2%
Cc1cc(C)c(NC(=O)CN(C)C(=O)CCN2C(=O)C3CCCCC3C2=O)c(C)c1 (stereo not given),-7%
Cc1nn(C(C)(C)C)c(OC(=O)CC(C)C)c1S(=O)(=O)c1ccccc1,4%
COc1ccc(CCNC(=O)Cn2c(=O)cc(C(F)(F)F)c3c(C)nn(C)c32)c(OC)c1,3%
Cc1ccc(Nc2c(-c3ccc(N4CCOCC4)cc3)nc3ccc(Cl)cn23)cc1,-5%
O=C(NCCc1csc(-c2ccc(Cl)cc2)n1)c1cccs1,-5%
O=C1OC(c2ccc(Br)cc2)=N/C1=C\c1ccco1,5%
COc1cc2c(cc1OC)C(=S)NC1(CCCC1)C2,-5%
O=C(CSc1nc2ccc(NC(=O)c3ccccc3C(=O)O)cc2s1)Nc1ccc(F)c([N+](=O)[O-])c1,6%
CN(CCc1ccccn1)C(=O)CC1C(=O)NCCN1Cc1ccc(-c2ccccc2)cc1 (stereo not given),-5%
COc1ccc(S(=O)(=O)N(CC(=O)Nc2cccc(C)c2)c2ccc(C)cc2)cc1OC,2%
COc1ccc(C)cc1NC(=O)C(OC(=O)Cn1cnc2c1c(=O)n(C)c(=O)n2C)c1ccccc1 (stereo not given),-3%
CCOC(=O)c1ccc(NC(=O)C2=C(C)C(=O)OC23CCCCCC3)cc1,7%
Cc1ccc(C2CC(=O)n3nc(-c4ccc(Cl)cc4)nc3S2)cc1 (stereo not given),-15%
CCC(C)Nc1ncnc2c1cnn2-c1ccc(F)cc1 (stereo not given),5%
Cc1cc(OCC(=O)Nc2ccncc2)ccc1[N+](=O)[O-],-4%

# Next section:
SMILES,aSyn yeast rescue
CCOc1ccc(NC(=O)C2CCCN(c3nnc(C)c4c(C)n(-c5ccccc5)nc34)C2)cc1 (stereo not given),0%
COc1ccc(Br)cc1CNCc1c(C(=O)O)c(C)n(Cc2ccccc2C)c1C,10%
COCCn1c(CNC(=O)c2ccc(C)cc2)nc2cccnc21,1%
CCCN(CCC)S(=O)(=O)c1cccc(-c2csc(C)n2)c1,6%
Cc1ccc(C)c(N2CCN(C(=O)C3CCN(Cc4nc(-c5cccc(Cl)c5)oc4C)CC3)CC2)c1,-15%
COC(=O)c1ccc(NS(=O)(=O)c2ccc3[nH]c4c(c3c2)CCCCC4)cc1,-6%
CCN(CC)C(=O)c1[nH]cnc1C(=O)Nc1ccccc1F,0%
CCc1cccc(NC(=O)COC(=O)c2c(C)nn(-c3ccccc3)c2C)c1,12%
Clc1ccc(-c2cc(C3CCNCC3)[nH]n2)cc1,-7%
COc1ccc(Cl)cc1Nc1ncnc2c1nc1n2CCCC1,2%
CCOc1ccc(S(=O)(=O)N(CC(=O)NCCSCc2ccccc2)c2ccccc2)cc1,-15%
CCOc1ccc(/C=C/c2nc(C#N)c(NCc3ccc(OC)cc3)o2)cc1,7%
CSc1nc2ccc(NC(=O)c3c(-c4ccccc4)noc3C)cc2s1,-5%
CCOC(=O)c1scc(-c2ccc(C)cc2)c1S(=O)(=O)Nc1cc(Cl)ccc1OC,-10%
Cc1ccc(NC(=O)C(C)N=C2NS(=O)(=O)c3ccccc32)cc1F (stereo not given),-33%[inhibitor]
CCOc1ccc(OCCC(=O)OCC(=O)N2CCN(S(=O)(=O)c3ccc(C)cc3)CC2)cc1,4%
COc1ccc(S(=O)(=O)N2CCN(CC(=O)c3c(N)n(C)c(=O)n(C)c3=O)CC2)cc1OC,-12%
COc1ccc(C)c2sc(N(Cc3cccnc3)C(=O)C3CCCCC3)nc12,?
CCCOc1ccc(C2C(=O)N(C3CCCCC3)CC(=O)N2CCc2ccccc2)cc1OC (stereo not given),-16%
Cc1cc(N2CCOCC2)nc(N2CCOCC2)c1C#N,5%
CCN1CCCC1CNC(=O)CN(C)S(=O)(=O)c1ccc(Cl)cc1 (stereo not given),4%
